M. tuberculosis GlmU = inhibition of mycobacterial GlmU enzyme – biochemical, glucosamine-1-phosphate acetyltransferase (AID 1376); Bifunctional protein GlmU (Mycobacterium tuberculosis (strain ATCC 25618 / H37Rv)); M. tuberculosis GlmU acetyltransferase enzyme assay; higher % means a stronger effect; one-dose inhibition, %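 (tested at 30 µM in the primary screen)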; IC50 in µM for titrated hits; hit rate 0.25% among 220,000; in the data active means inhibition above about 13%; inconclusive means no clear call, values can overlap the other calls;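 further: 0% = complete reaction with vehicle and 100% = reaction without substrate; strong numbers were not always called active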
Mtb RmlCD inh = M. tuberculosis RmlC/RmlD coupled enzyme inhibitors, primary screen, biochemical, compound mixtures, 384-well, from 1536-well plates | inhibition, % at 3.6 µM | hit rate 0.03% among 160,000 | RmlC+RmlD coupled enzyme assay, percent inhibition; primary screen in compound mixtures | dTDP-4-dehydrorhamnose reductase (Mycobacterium tuberculosis (strain ATCC 25618 / H37Rv)) …; in the data active means inhibition mostly above about 34%, no sharp cut-off; inconclusive means no clear call, values can overlap the other calls; inactive means mostly below about 22%; further: some results filed as inactive read as strong as hits
Target sequence (P9WH09 whole entry, looked up): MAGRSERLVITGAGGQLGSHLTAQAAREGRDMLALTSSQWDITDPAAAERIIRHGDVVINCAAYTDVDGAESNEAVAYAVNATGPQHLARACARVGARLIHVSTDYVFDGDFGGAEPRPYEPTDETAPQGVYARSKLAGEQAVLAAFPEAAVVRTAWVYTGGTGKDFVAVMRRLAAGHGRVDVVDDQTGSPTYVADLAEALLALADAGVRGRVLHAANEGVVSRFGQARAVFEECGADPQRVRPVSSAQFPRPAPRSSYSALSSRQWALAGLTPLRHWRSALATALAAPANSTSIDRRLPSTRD
Target sequence (P9WH11 whole entry, looked up): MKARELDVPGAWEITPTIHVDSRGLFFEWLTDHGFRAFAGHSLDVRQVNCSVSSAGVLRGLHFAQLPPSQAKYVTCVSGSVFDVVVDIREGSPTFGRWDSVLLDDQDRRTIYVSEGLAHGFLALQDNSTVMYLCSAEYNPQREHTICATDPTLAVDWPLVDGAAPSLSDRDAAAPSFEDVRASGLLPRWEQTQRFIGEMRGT
* = called active by the depositor; ? = inconclusive; nt = no result given. Some of the compounds tested; count on the stated rates, not on these rows.

Results follow in this order: M. tuberculosis GlmU, Mtb RmlCD inh
Cc1ccc(Cl)cc1NC(=O)c1ocnc1C
  -1.1%, 0
Cc1ccc2cc(CN(Cc3nnnn3Cc3ccco3)CC3CCCO3)c(=O)[nH]c2c1C (stereo unspecified)
  0.2%, -9
Cc1nc2c(c(=O)[nH]1)C(c1ccc([N+](=O)[O-])cc1)c1c(c3ccccc3oc1=O)O2 (stereo unspecified)
  3.5%, 4
CC1(C)CC(=O)C=C(NNC(=O)c2cccnc2)C1
  -2.3%, -1
CN1CCN(S(=O)(=O)c2ccc(NC(=O)c3ccc(F)cc3)cc2)CC1
  -0.6%, 1
COC(=O)c1ccc(-c2nc(O)c(C)s2)cc1
  0.9%, nt
CC(C)(C)c1csc(Sc2ncccc2[N+](=O)[O-])n1
  5.9%, -8
Cc1ccccc1Cn1c2ccccc2c2cn[nH]c(=O)c21
  -1.9%, -2
COc1ccc(CC(=O)NCc2ccccc2Cl)cc1S(=O)(=O)N1CCOCC1
  3.3%, -3
Cc1sc(NC(=S)Nc2ccc(F)cc2)c(C(N)=O)c1C
  -7.4%, -3
NC1=NCc2ccccc21
  -8.8%, nt
Nc1nc(Cl)cc(N2CCC(c3cc(-c4ccc(Cl)cc4)n[nH]3)CC2)n1
  -4.1%, 19
COC(=O)[C@]12C(=O)C(C)=C(O)[C@@]1(C)C(C)=CC1[C@@]34CC[C@@H](OC(C)=O)C(C)(C)C3C(C[C@]12C)OC4=O (stereo partly specified)
  -2.2%, nt
C/C(N)=C(/C#N)C(=O)COC(=O)COc1ccc(Cl)cc1
  -4.8%, 10
NC(=O)CC(NC(=O)c1ccc(Br)cc1)c1ccc(N2CCC(Br)CC2)c([N+](=O)[O-])c1 (stereo unspecified)
  3.1%, 0
COc1cccc(C(=O)N2CCN(Cc3ccco3)CC2)c1OC
  -2.2%, nt
COC(=O)C1CCN(c2ccc(Cl)nn2)CC1
  -5.5%, nt
c1csc(-c2nc(CN3CCSCC3)cs2)c1
  11%, 8
COc1cc(C[C@@H](CO)[C@H](CO)Cc2ccc(O)c(OC)c2)ccc1O
  7.1%, nt
O=C(COC(=O)c1cccnc1)Nc1ccc2c(c1)OCO2
  6.3%, nt
COc1ccc(CCNC(=O)/C(C#N)=C2\N=C(NC(=O)c3cccs3)c3ccccc32)cc1
  -6.3%, -5
CCC(C)C(NC(=O)C1CCC(C)CC1)C(=O)NCc1cccnc1 (stereo unspecified)
  3.4%, nt
FC(F)Oc1ccc(NC(=S)N2CCN(Cc3ccccc3)CC2)cc1
  0.7%, -11
CCOC(=O)C(Nc1ccc2ccccc2c1)C(=O)OCC
  0.5%, -11
COc1ccc(Br)cc1CNC(=O)C1CCN(S(=O)(=O)N2CCCC2)CC1
  -1.3%, -14
CCCCOCCCNC(=O)N[C@H](C(=O)OC)C(C)CC (stereo partly specified)
  5.7%, -10
O=c1[nH]c2ccccc2nc1C(F)(F)C(F)F
  6.3%, 3
NC(=O)C1CCN(C2CC(=O)N(c3cccc(F)c3)C2=O)CC1 (stereo unspecified)
  -1.8%, 20
COC(=O)c1ccc(NC(=O)CSc2nnc(-c3ccccc3)n2C)cc1
  2.1%, nt
Cc1cccc(N=C2NN=C(c3c[nH]c4ccccc34)CS2)c1
  0.4%, -11

The closing seven records of the part above are carried over, then new ones follow:
Results follow in this order: M. tuberculosis GlmU, Mtb RmlCD inh
CCOC(=O)C(Nc1ccc2ccccc2c1)C(=O)OCC
  0.5%, -11
COc1ccc(Br)cc1CNC(=O)C1CCN(S(=O)(=O)N2CCCC2)CC1
  -1.3%, -14
CCCCOCCCNC(=O)N[C@H](C(=O)OC)C(C)CC (stereo partly specified)
  5.7%, -10
O=c1[nH]c2ccccc2nc1C(F)(F)C(F)F
  6.3%, 3
NC(=O)C1CCN(C2CC(=O)N(c3cccc(F)c3)C2=O)CC1 (stereo unspecified)
  -1.8%, 20
COC(=O)c1ccc(NC(=O)CSc2nnc(-c3ccccc3)n2C)cc1
  2.1%, nt
Cc1cccc(N=C2NN=C(c3c[nH]c4ccccc34)CS2)c1
  0.4%, -11
CC1(C)CC(=O)C2=C(C1)OC(N)=C(C#N)C2c1cccs1 (stereo unspecified)
  -0.9%, 2
COC(=O)c1c(O)cc(C(C)(C)C)n(-c2ccccc2)c1=O
  -7.2%, 3
Cc1ccc(C2CC(C(F)(F)F)n3nc(C(=O)Nc4c(C)n(C)n(-c5ccccc5)c4=O)cc3N2)cc1 (stereo unspecified)
  5.4%, nt
Cc1ccccc1-c1nnc(SCC(=O)NC2CCCCC2)o1
  6.3%, -12
CCCn1c(SCC(=O)N2CCc3ccccc3C2)nc2c1c(=O)n(C)c(=O)n2C
  -1.2%, nt
CN(CC(=O)NC(=O)NCc1ccccc1)Cc1ccc(Cl)cc1
  -7.8%, 10
OCc1csc(=Nc2ccccc2)n1-c1ccccc1
  5.4%, nt
Cc1[nH]c2ccccc2c1C(O)c1ccncc1 (stereo unspecified)
  -2.8%, -13
Cn1nnnc1SCC(=O)N1CCN(c2ccccc2)CC1
  0.8%, 4
COc1cc(SC)ccc1C(=O)Nc1c(Cl)cncc1Cl
  -6.2%, 11
Cc1ccc(SCC(=O)Nc2cccc(C(=O)NC(C)(C)C)c2)cc1
  1.6%, -4
O=C(C1c2ccccc2C(=O)N2CCc3ccccc3C12)N1CCC2(CC1)OCCO2 (stereo unspecified)
  2.4%, -2
O=C(NCCN1CCOCC1)c1cc2sccc2n1Cc1ccc(Cl)cc1
  -0.9%, 10
CCCn1c(=S)[nH]c2cc(C(=O)NCC3CCCO3)ccc2c1=O (stereo unspecified)
  -1.0%, -4
COc1ccc(/C=N/NC(=O)CCn2c3ccccc3c3ccccc32)cc1O
  2.8%, nt
Cn1nc(N)nc1N1CCN(c2ccc(F)cc2)CC1
  5.6%, -5
O=C(O)CCCn1c(O)c(C=C2N=c3ccccc3=N2)sc1=S
  4.2%, 6
O=C(Nc1cc2c3c(c1)C1CCCC1CN3CC1CCCC21)c1ccc([N+](=O)[O-])cc1 (stereo unspecified)
  8.2%, nt
COCCNC(=O)C(c1ccc(O)cc1)N(Cc1ccco1)C(=O)CCC(=O)Nc1nccs1 (stereo unspecified)
  0.2%, -6
CC(C)CNC(=O)c1ccccc1NC(=O)/C=C/c1cccc([N+](=O)[O-])c1
  0.8%, 3
COC1=C/C(=C/c2c(N)n3cc(C)sc3nc2=O)C=CC1=O
  5.9%, -9
O=C(/C=C/c1ccco1)N1CCN(c2ncccn2)CC1
  -5.6%, -9
COc1ccc(-c2nnc(SCc3c(C)noc3C)o2)cc1
  1.9%, 13
C#CC1(NC(=O)NC(C)C)CCCCC1
  7.2%, -10
O=C(OCn1nnc2ccccc2c1=O)c1ccc(Br)o1
  5.8%, nt
CCc1ccc(NC(=S)Nc2cccc(OC)c2)cc1
  1.4%, -5
Nc1ccc(-c2ccc(N)c([N+](=O)[O-])c2)cc1[N+](=O)[O-]
  1.8%, 5
O=C(Nc1ccc2nccnc2c1)c1cnccn1
  -2.4%, -6
S=c1[nH]nc(COc2ccccc2)n1/N=C/c1cccnc1
  2.8%, nt
COc1cccc(NC(=S)N(CCCN2CCOCC2)C(C)c2cc3cccc(OC)c3o2)c1 (stereo unspecified)
  0.2%, 21

Remaining list, next part
Compound | M. tuberculosis GlmU | Mtb RmlCD inh
COC(=O)c1cccc(NC(=O)CN2CCN(c3ccc(OC)cc3)CC2)c1 | 1.0% | nt
CN(c1ccccc1)S(=O)(=O)c1cc(C(=O)c2nccn2C)ccc1Cl | 2.6% | nt
C/C(N)=C(/C#N)C(=O)CSc1nc2ccccc2c(=O)n1CCCOC(C)C | 2.0% | 5
O=C(NCC1CCCO1)c1cc(S(=O)(=O)Nc2ccc(Br)cc2)ccc1Cl (stereo unspecified) | 2.8% | -4
O=C(OCC(=O)N1CCc2ccccc21)c1c2c(nc3ccccc13)CCCC2 | 1.3% | 9
O=C(Nc1ccc(Nc2ccccc2)cc1)c1ccc(Br)o1 | 6.9% | 7
CCOc1cccc(C(=O)Nc2nnc(-c3cccs3)s2)c1 | -13% | -3
COc1cc(Cl)cc(C2NC(=O)NC(C)=C2C(=O)NCc2ccccc2)c1O (stereo unspecified) | 0.2% | -4
Cc1c[n+](C)ccc1CC1C([N+](=O)[O-])=C[N-]c2ncnn21 (stereo unspecified) | 0.4% | nt
O=C(CSc1nc(N2CCCCC2)nc(N2CCCCC2)n1)Nc1nccs1 | -2.7% | nt
CCOc1ccc(CNC(=O)CCn2c(=O)oc3ccccc32)cc1OC | -1.4% | 2
CC(CN1CCN(C)CC1)OC(=O)c1ccccc1 (stereo unspecified) | -0.4% | 7
S=C(c1ccc(Cl)cc1)N1CCN(Cc2ccccc2)CC1 | 0.8% | ?
COCCn1cnnc1SCC(=O)Nc1cccc(S(=O)(=O)N(C)c2ccccc2)c1 | -4.0% | -12
CCC(C)NCCOCCOc1ccccc1-c1ccccc1 (stereo unspecified) | 1.9% | -8
CC1(C)CC2CC(C)(CN2C(=S)Nc2ccccc2F)C1 (stereo unspecified) | -0.3% | -5
CC(C)Cn1c(N)c(C(=O)COC(=O)c2cc(-c3ccccc3)nc3ccccc23)c(=O)n(C)c1=O | -1.7% | nt
Cc1cc2cc(CNC(=O)Nc3ccccc3)ccc2n1C | -2.7% | nt
C[C@@]12CCC=C[C@H]1[C@H](c1ccc3ccccc3c1Br)N(Cc1ccccc1)C2=O | 2.9% | -11
CCOc1cc(C2C(C(=O)OCC(C)C)=C(C)N=C3SCCC(=O)N32)ccc1OC(C)=O (stereo unspecified) | 1.9% | -3
Cc1ccc(N(CC(=O)NC2CCCC2)C(=O)CCCC(=O)Nc2ccccn2)cc1C | 0.2% | nt
COc1cc2nc(SCC(=O)c3ccc(Br)cc3)n3nc(C)nc3c2cc1OC | -4.3% | 3
COC(=O)Nc1nnc(CCc2ccccc2)s1 | -6.6% | 13
Cc1ccc(C)c(N2CCN(C(=O)CN(C)S(=O)(=O)c3cnc[nH]3)CC2)c1 | -5.0% | nt
CC(C)(CNS(C)(=O)=O)SCc1ccc(Cl)cc1 | 0.7% | -10
COC(=O)c1ccc(NC(=O)CSCc2ccccc2)cc1 | -0.9% | nt
CCCCCCn1c(N2CCC(C(N)=O)CC2)nc2c1c(=O)n(C)c(=O)n2C | -1.8% | 13
COc1ccc(S(=O)(=O)N(CC(=O)N2CCOCC2)Cc2ccccc2)cc1C | -1.4% | -9
CCn1c(SCc2nc(-c3ccc(Cl)cc3)no2)nnc1-c1ccco1 | 5.4% | nt
O=C(CSc1nnc(COc2cccc3ccccc23)o1)N1c2ccccc2CCc2ccccc21 | 0.2% | 75
COc1ccc(-n2c(=S)[nH]c3cc(C(=O)NCCCN4CCOCC4)ccc3c2=O)c(OC)c1 | 2.2% | -2
COc1ccc(CNCC(O)(c2ccccc2)c2ccc(Cl)cc2)cc1 (stereo unspecified) | 0.2% | 17
COc1ccc(C2CC(c3cccc(Cl)c3)n3nc(N)nc3N2)cc1 (stereo unspecified) | 0.6% | -7
COC(=O)c1ccc(-c2noc(CN(Cc3ccncc3)CC3CCCO3)n2)cc1 (stereo unspecified) | 0.2% | 28
COCC1CCN(c2nc3nonc3nc2N2CCSCC2)C1 (stereo unspecified) | -7.7% | -5
COc1ccc2[nH]c(C(=O)Nc3cccc(C)n3)cc2c1 | -3.5% | -14
COc1ccc(NC(=O)c2cc(S(=O)(=O)N3CCS(=O)(=O)CC3)ccc2Cl)cc1 | 3.0% | 8
Cc1cccc(N2C(=O)NC(=O)/C(=C\c3cc(C)n(-c4sc5c(c4C#N)CCCC5)c3C)C2=O)c1C | -8.1% | 10
OC1CCCN(CC(O)COC(c2ccccc2)c2ccccc2)C1 (stereo unspecified) | 4.5% | nt
Cn1c(=O)c2c(nc(CN3CCN(C(=O)c4ccco4)CC3)n2CCc2ccccc2)n(C)c1=O | -0.1% | 1
N#Cc1cccnc1N1CCC(C(N)=O)CC1 | -1.9% | 6
O=C(O)c1cc(-c2ccccc2)n(-c2ccc(Cl)cc2)n1 | -3.6% | -10
Cc1ccc(C(=O)OCc2nc(N)nc(Nc3ccccc3C)n2)cc1 | -0.4% | 9
COc1ccc(/C=N/NC(=O)Cn2cnc3ccccc3c2=O)cc1 | 3.5% | nt
CC(=O)Nc1ccc2c(c1)c1ccccc1n2C(C)=O | -8.1% | 8
COc1ccc(CNS(=O)(=O)c2ccc(S(=O)(=O)N3CCCCC3)cc2)cc1 | -3.2% | nt
Cc1cc2ccccn2c1C(=O)c1ccncc1 | -1.4% | nt
C/C(CC(=O)Nc1cccc(Cl)c1C)=N\NC(=O)Cc1csc(N)n1 | 1.8% | 5
CCOC(=O)C1CCN(CC(O)COCc2cccs2)CC1 (stereo unspecified) | -6.2% | 14

Compound profiles, from the list above. Order of values: M. tuberculosis GlmU	Mtb RmlCD inh
Results for COc1ccc(CNS(=O)(=O)c2ccc(S(=O)(=O)N3CCCCC3)cc2)cc1 = -3.2%	nt
Results for COc1ccc(/C=N/NC(=O)Cn2cnc3ccccc3c2=O)cc1 = 3.5%	nt
Results for N#Cc1cccnc1N1CCC(C(N)=O)CC1 = -1.9%	6
Results for Cc1ccc(C(=O)OCc2nc(N)nc(Nc3ccccc3C)n2)cc1 = -0.4%	9

Compound activity: PubChem BioAssay, several laboratories
